RGS4 pot – RGS4 potentiators or activators, primary screen, cell-based, HEK293 M3R inducible RGS4, calcium flux; carbachol calcium flux Fluo4; active compounds read low; B-score at 10 µM; 310,000 compounds, 0.92% hits;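 active = B-score of the integrated calcium signal more than 4 SD below the library mean, with starting fluorescence not abnormally high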;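 note: negative B-score means reduced calcium response which marks RGS4 activation or potentiation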
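Assay system: HEK293 FlpIn-TREx cells, stable M3R, doxycycline-inducible RGS4 / Probe or stimulus: carbachol, ECmax concentration / Times: overnight RGS4 induction, 30 min dye load 37 °C, 20 min compound RT / Signal: kinetic calcium fluorescence imaging with Fluo4-AM dye, 2 µM / Measure: Agonist-evoked peak-minus-minimum fluorescence over baseline, integrated ratio, B score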
HIF activator – HIF pathway transcriptional activators, primary screen, cell-based, U2OS HRE-luciferase, luminescence | 300,000 compounds, 0.32% hits | AID 1910, 2009 | U2OS HRE-luciferase reporter; normalized: DMSO 0%, desferrioxamine 100% | activation, % at 7.5 µM (by protocol);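 active = mean activation of at least 10% of the iron chelator positive control signal, with at least half of replicates also reaching 10%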
MrgX1 ag – agonists of human MrgX1 receptor, primary screen, HEK293 cells, Fluo-4 calcium flux. Mas-related G-protein coupled receptor member X1 (Homo sapiens), Q96LB2. Fluo-4 calcium fluorescence, agonist mode; active compounds read high. B-score at 10 µM. 310,000 compounds, 0.44% hits. AID 588627, 2011;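 active = calcium response B-score plate-corrected fluorescence ratio at least 3 library SD, with starting fluorescence B-score inside 5 SD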
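Assay system: MrgX1-expressing HEK293 cells / Amount: fifteen thousand cells per well / Doses: test compound in the initial addition of three / Timing: cells plated overnight, dye loaded 0.5 h 37 °C, 0.5 h room temperature / Technique: kinetic calcium dye fluorescence, Fluo-4 NW / Control set: positive and negative controls per plate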
TRPC4 inh – inhibitors of mouse TRPC4 channel, primary screen, Fluo4 calcium, HEK293 TRPC4beta/mu-opioid cells. DAMGO-evoked Fluo4 calcium flux; active compounds read low. B-score at 10 µM. 300,000 compounds, 0.39% hits;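 active = B-score over 3 SD under the library average, no early fluorescence shift, positive overall ratio signal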
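Assay system – HEK293 line stably carrying TRPC4beta and mu-opioid receptor · Doses – single dose · Detection – Fluo4 calcium-dye fluorescence, kinetic read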
SKKanGAS inh – S. pyogenes SKKanGAS growth inhibitors in kanamycin, primary screen, streptokinase expression inhibitor project, SKKanGAS strain, BacTiter-Glo luminescence; 6 h; AID 1662, 2009; inhibition, % at 7.5 µM; 300,000 compounds, 1.3% hits;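 active = mean replicate score, as percent of positive control median, at least 50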;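 note: strain carries kanamycin resistance gene driven by streptokinase promoter and grows in 40 µg/ml kanamycin; loss of luminescence reflects streptokinase promoter inhibition or plain growth inhibition; 0% = median of DMSO wells and 100% = positive control at its reference dose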
RGS4 block – RGS4 inhibitors, primary screen, cell-based, HEK293 M3R inducible RGS4, calcium flux. Fluo-4 calcium flux; active compounds read high; triggered by carbachol at its EC20. B-score at 10 µM. 310,000 compounds, 0.45% hits. AID 463165, 2010;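 active = B-score, a plate-corrected calcium signal, over three deviations above library mean, with baseline fluorescence within five deviations of library mean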;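 note: RGS4 expression induced by doxycycline in cells with stable M3 receptor; B-score is computed from the integrated fluorescence ratio over baseline after carbachol; higher B-score means a larger calcium signal and so more RGS4 inhibition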
MrgX1 allo act – positive allosteric modulators of MrgX1, primary screen, HEK293 cells, Fluo-4 calcium flux | FDSS; active compounds read high | B-score at 10 µM | 310,000 compounds, 0.63% hits | Mas-related G-protein coupled receptor member X1 (Homo sapiens), Q96LB2;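 active = plate-corrected calcium response at least 3 library SD above typical, normal starting fluorescence, not activating the receptor alone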;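 note: compound read alongside a low EC10 to EC30 dose of BAM8-22 agonist; peak minus trough fluorescence over baseline measured at the second addition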
TRPC6 inhibitor – mouse TRPC6 channel inhibitors, primary screen, cell-based, HEK293, membrane potential dye; Short transient receptor potential channel 6 (Mus musculus), Q61143; ACh-evoked depolarization; active compounds read low; B-score at 10 µM; 310,000 compounds, 1.1% hits;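 active = B-score under library mean minus 3 SD, initial fluorescence not abnormally high, positive integrated signal ratio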;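 note: B-score derived from integrated fluorescence ratio over the kinetic read; more negative B-score means stronger inhibition of depolarization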
Target sequence (Q61143 whole entry, looked up): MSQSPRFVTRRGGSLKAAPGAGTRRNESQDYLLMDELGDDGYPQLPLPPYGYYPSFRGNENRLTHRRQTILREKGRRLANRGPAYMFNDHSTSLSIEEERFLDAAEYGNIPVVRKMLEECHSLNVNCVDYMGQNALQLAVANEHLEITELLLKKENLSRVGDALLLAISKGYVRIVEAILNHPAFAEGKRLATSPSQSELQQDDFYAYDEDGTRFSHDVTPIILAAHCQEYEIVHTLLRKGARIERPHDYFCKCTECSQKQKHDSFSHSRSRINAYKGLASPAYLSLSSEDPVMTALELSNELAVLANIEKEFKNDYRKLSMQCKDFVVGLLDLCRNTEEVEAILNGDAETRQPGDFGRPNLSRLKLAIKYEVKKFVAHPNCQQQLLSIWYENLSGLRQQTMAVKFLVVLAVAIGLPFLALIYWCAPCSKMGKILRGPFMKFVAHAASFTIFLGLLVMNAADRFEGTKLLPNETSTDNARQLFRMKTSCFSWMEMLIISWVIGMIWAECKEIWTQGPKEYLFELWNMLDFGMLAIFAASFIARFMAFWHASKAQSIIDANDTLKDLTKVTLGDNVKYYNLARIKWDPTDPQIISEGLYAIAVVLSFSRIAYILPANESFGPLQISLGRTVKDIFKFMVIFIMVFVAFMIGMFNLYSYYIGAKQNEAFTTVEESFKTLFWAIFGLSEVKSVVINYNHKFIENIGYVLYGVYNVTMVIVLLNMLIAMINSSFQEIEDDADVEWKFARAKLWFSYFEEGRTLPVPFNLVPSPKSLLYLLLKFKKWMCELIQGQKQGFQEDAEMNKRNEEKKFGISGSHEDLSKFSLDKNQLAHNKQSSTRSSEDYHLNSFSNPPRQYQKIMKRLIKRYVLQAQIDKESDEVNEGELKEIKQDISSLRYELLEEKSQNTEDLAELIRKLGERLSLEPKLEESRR
Platelet DG rel – inhibitors of platelet dense granule secretion, primary screen, cell-based, MLPCN, human platelets; 300,000 compounds, 0.22% hits; inhibition, %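 (compounds screened at 7.5 µM in platelet-rich plasma)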; human platelet-rich plasma, SFLLRN dense granule ATP release, luminescence; AID 1663, 2009;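 active = mean replicate score, as percent of positive control, at or above 50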
MrgX1 antag – antagonists of human MrgX1 receptor, primary screen, HEK293 cells, Fluo-4 calcium flux. BAM8-22 antagonism; active compounds read low. Mas-related G-protein coupled receptor member X1 (Homo sapiens), Q96LB2. 310,000 compounds, 1.3% hits. B-score at 10 µM;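 active = calcium-response B-score plate-corrected more than 3 library SD below zero, starting fluorescence within 5 deviations, no agonist response on first addition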;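 note: peak minus trough fluorescence over baseline after final BAM8-22 challenge near maximal dose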
TRPC6 activator – mouse TRPC6 channel activators, primary screen, cell-based, HEK293, membrane potential dye; Short transient receptor potential channel 6 (Mus musculus), Q61143; HEK293-TRPC6 membrane potential dye fluorescence; active compounds read high; B-score at 10 µM; 310,000 compounds, 0.13% hits; AID 2550, 2010;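 active = B-score of the integrated fluorescence ratio above library mean plus 3 SD, and starting fluorescence ratio within library mean plus 5 SD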;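 note: higher score means more depolarization so channel activation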
The depositor's hits bear a star; i = inactive; nt = no result given. Compounds as they come; about 6.1% have a hit in one of these screens.

SMILES	RGS4 pot	HIF activator	MrgX1 ag	TRPC4 inh	SKKanGAS inh	RGS4 block	MrgX1 allo act	TRPC6 inhibitor	Platelet DG rel	MrgX1 antag	TRPC6 activator
COc1ccc(-c2cc(C(F)(F)F)nc(S(=O)(=O)CCC(=O)N3CCOCC3)n2)cc1	i	-0.2	i	i	8	i	i	i	134*	i	i
CCCc1ccc(-c2ccc(/C=C/C(=O)O)cc2)nc1	i	-6.0	i	i	-2	i	i	i	-9	i	i
COc1ccc(CCN2C(=O)c3[nH]nc(-c4ccccc4O)c3C2c2ccccc2)cc1OC (stereo not drawn)	i	-0.5	i	i	8	i	i	i	4	i	i
Nc1cccc2c1C(=O)N(C(=O)c1ccc(S(=O)(=O)N3CCCCCC3)cc1)C2=O	i	1.1	i	i	0	i	i	i	1	i	i
CCN1CCCC1CNS(=O)(=O)c1ccc(F)c(Cl)c1 (stereo not drawn)	i	-1.8	i	i	0	i	i	i	6	i	i
O=S(=O)(c1ccc(Cl)cc1)c1ccccn1	i	-0.3	i	i	-3	i	i	i	14	i	i
CCOC(=O)N1CCN(C(=O)c2ccccc2NC(=O)c2ccccc2Cl)CC1	i	-0.3	i	i	0	i	i	i	2	i	i
CCOc1ccccc1C(=O)Nc1cc(C(=O)NCC(C)C)ccc1Cl	i	-0.2	i	i	3	i	i	i	7	i	i
Cc1ccc(-c2noc(C3CCCN(S(=O)(=O)c4ccc(S(=O)(=O)N(C)C)cc4)C3)n2)o1 (stereo not drawn)	i	-0.3	i	i	6	i	i	i	3	i	i
CCCCn1c(=O)[nH]c(=O)c2c1nc(-c1ccccc1F)n2Cc1ccccc1OC	i	-0.3	i	i	29	i	i	i	1	i	i
CN1CCN(C(=O)c2ccc(CN3CCOCC3)cc2)CC1	i	0.3	i	i	7	i	i	i	-1	i	i
O=C(NCC1OCCCN1S(=O)(=O)c1cc(F)ccc1F)C(=O)NC1CCCC1 (stereo not drawn)	i	0.1	i	i	-3	i	i	i	-2	i	i
CCC(C)C(=O)Nc1cc([N+](=O)[O-])ccc1Cl (stereo not drawn)	i	-0.2	i	i	-6	i	i	i	2	i	i
COc1cc(NC(=S)NN2CCN(C)CC2)cc(OC)c1	i	1.5	i	i	-4	i	i	i	7	i	i
CCNC(=O)CN(c1ccccc1OC)S(=O)(=O)c1cccs1	i	0.3	i	i	3	i	i	i	0	i	i
Cc1coc2cc3oc(=O)c(CCC(=O)N[C@@H](CCCNC(N)=O)C(=O)O)c(C)c3cc12	i	0.1	i	i	-1	i	i	i	nt	i	i
Cc1ccc(C)n1NC(=O)c1cccc(Cl)c1	i	0.1	i	i	9	i	i	i	1	i	i
CCn1nnnc1-c1ccc(OC)c(S(=O)(=O)Nc2ccc(S(N)(=O)=O)cc2)c1	i	0.4	i	i	9	i	i	i	-2	i	i
O=C(O)C1CCCCC1C(=O)NCc1ccc(Cl)c(Cl)c1 (stereo not drawn)	i	2.3	i	i	-5	i	i	i	-7	i	i
CS(=O)(=O)c1sc2nc(-c3cccs3)cc(-c3ccccc3)c2c1N	i	-0.1	i	i	41	i	i	i	2	i	i
COc1cccc(-n2c(Cn3nc(C(F)(F)F)cc3C)n[nH]c2=S)c1	i	-0.3	i	i	4	i	i	i	0	i	i
Cc1ccc(N2CN(Cc3ccco3)CNC2=S)c(C)c1	i	0.6	i	i	2	i	i	i	2	-6.3*	i
Cc1csc(NC(=O)CSc2nc(=O)n(CCN(C)C)c3c2CCCC3)n1	i	2.2	i	i	-2	i	i	i	-6	i	i
COC(=O)c1c(C)oc2cc(Br)c(OCC(=O)C(C)(C)C)cc12	i	-0.3	i	i	10	i	i	i	0	i	i
CC(C)Cn1c(N)c(C(=O)COC(=O)c2ccc(F)cc2)c(=O)n(C)c1=O	i	-0.6	i	i	4	i	i	i	2	i	i

Next part, overlapping the part above by two compounds.
SMILES	RGS4 pot	HIF activator	MrgX1 ag	TRPC4 inh	SKKanGAS inh	RGS4 block	MrgX1 allo act	TRPC6 inhibitor	Platelet DG rel	MrgX1 antag	TRPC6 activator
COC(=O)c1c(C)oc2cc(Br)c(OCC(=O)C(C)(C)C)cc12	i	-0.3	i	i	10	i	i	i	0	i	i
CC(C)Cn1c(N)c(C(=O)COC(=O)c2ccc(F)cc2)c(=O)n(C)c1=O	i	-0.6	i	i	4	i	i	i	2	i	i
CCOc1cc(/C=C2\NC(=S)N(C)C2=O)ccc1OCc1ccc(C(=O)O)cc1	i	-0.9	i	i	10	i	i	i	3	i	i
COc1cccc2nc3cc(C)c(C)cc3nc12	i	-2.2	i	i	54*	i	i	i	70*	i	i
O=C(NCc1ccccn1)c1ccc(NS(=O)(=O)c2ccccc2)cc1	i	0.1	i	i	-1	i	i	i	-5	i	i
CCCc1nnc(NC(=O)CCC(=O)Nc2ccc(Cl)cc2)s1	i	0.1	i	i	-1	i	i	i	-2	i	i
CCOC(=O)C1CCCN(S(=O)(=O)c2ccc3c(c2)N(C)C(=O)CC(=O)N3C)C1 (stereo not drawn)	i	0.0	i	i	4	i	i	i	-1	i	i
COc1ccc(OC)c(NC(=O)C2CC(C)=C(C)CC2C(=O)O)c1 (stereo not drawn)	i	0.9	i	i	-5	i	i	i	-1	i	i
O=C1N(Cc2ccc(F)cc2Cl)c2ccccc2C12OCCCO2	i	-0.2	i	i	3	i	i	i	2	i	i
CCc1nnc(NS(=O)(=O)c2ccc(NC(=S)Nc3ccc(F)cc3)cc2)s1	i	-0.7	i	i	5	i	i	i	4	i	i
O=C1C=C(Nc2cccc(O)c2)CC(c2ccco2)C1 (stereo not drawn)	i	-0.2	i	i	3	i	i	i	-3	i	i
COCCCNC(=O)c1ccc([N+](=O)[O-])cc1	i	-0.3	i	i	-3	i	i	i	-1	i	i
CC(=O)Nc1ccc(NC(=O)COC(=O)Cc2cccs2)cc1	i	-9.8	i	i	-2	i	i	i	0	i	i
Cc1cc(C)c2c(CC(=O)NNC(=O)c3ccccc3)coc2c1	i	-0.6	i	i	1	i	i	i	5	i	i
O=S(=O)(NCCNc1nccc(C(F)(F)F)n1)c1ccccc1	i	0.3	i	i	2	i	i	i	-11	i	i
O=C(NCCC(=O)N(CCc1ccccc1)Cc1ccccc1)c1ccc(Br)cc1	i	0.0	i	i	-9	i	i	i	-2	i	i
CC(=O)c1cccc(NC(=S)NC(=O)c2ccc(C)cc2Cl)c1	i	1.0	i	i	-13	i	i	i	9	i	i
COc1ccc(NC(=S)N2CCNC(=O)C2CC(=O)Nc2cccc(Cl)c2C)cc1 (stereo not drawn)	i	-0.2	i	i	-19	i	i	i	-4	i	i
COc1ccc(C(CC(=O)c2ccccc2)S(=O)(=O)c2ccccc2)cc1 (stereo not drawn)	i	1.9	i	i	0	i	i	i	-9	i	i
O=C(Nc1ccc2cccnc2c1)c1ccc(Br)cc1	i	-2.3	i	i	-5	i	i	i	-2	i	i
O=C1Nc2ccccc2C(=O)N2C[C@@H](O)C[C@H]12	i	-1.4	i	i	10	i	i	i	5	i	i
CN(c1nc(-c2ccccc2)cs1)C1CCS(=O)(=O)C1 (stereo not drawn)	i	1.1	i	i	-9	i	i	i	8	i	i
CCS(=O)(=O)c1nc2ccccc2n1Cc1ccccn1	i	-1.1	i	i	-3	i	i	i	-9	i	i
O=C(Nc1ccccc1F)N1CCCC1c1cccnc1 (stereo not drawn)	i	0.3	i	i	3	i	i	i	-13	i	i
CCOC(=O)C(C(=O)Nc1ccccn1)C1CCCCC1 (stereo not drawn)	i	1.0	i	i	-1	i	i	i	-2	i	i
CC1=C(C)C(=O)N(c2ccc(C(=O)O)cc2)C1=O	i	-0.3	i	i	-3	i	i	i	-2	i	i
COc1ccc(Cc2nc(-c3cccnc3)no2)cc1OC	i	0.9	i	i	-2	i	i	i	31	i	i
CN(/N=C/c1ccc2c(c1)OCO2)c1ccccc1	i	2.1	i	i	-2	i	i	i	1	i	i
O=C(NCCCc1ccccc1)C(=O)c1c[nH]c2ccccc12	i	3.6	i	i	-12	i	i	i	-6	i	i
CC(C)CCc1noc(CN2CCC(C(=O)N3CCOCC3)CC2)n1	i	0.4	i	i	14	i	i	i	-6	i	i

Full records from above. Values in the order: RGS4 pot	HIF activator	MrgX1 ag	TRPC4 inh	SKKanGAS inh	RGS4 block	MrgX1 allo act	TRPC6 inhibitor	Platelet DG rel	MrgX1 antag	TRPC6 activator
`CCOc1cc(/C=C2\NC(=S)N(C)C2=O)ccc1OCc1ccc(C(=O)O)cc1` as listed: i	-0.9	i	i	10	i	i	i	3	i	i
`Cc1cc(C)c2c(CC(=O)NNC(=O)c3ccccc3)coc2c1` as listed: i	-0.6	i	i	1	i	i	i	5	i	i
`O=C1C=C(Nc2cccc(O)c2)CC(c2ccco2)C1` (stereo not drawn) as listed: i	-0.2	i	i	3	i	i	i	-3	i	i
`CC1=C(C)C(=O)N(c2ccc(C(=O)O)cc2)C1=O` as listed: i	-0.3	i	i	-3	i	i	i	-2	i	i
`O=C(NCc1ccccn1)c1ccc(NS(=O)(=O)c2ccccc2)cc1` as listed: i	0.1	i	i	-1	i	i	i	-5	i	i

Assay outcomes: PubChem, several laboratories
